LMPTP inh: LMPTP (human) inhibition; recombinant LMPTP-A, OMFP fluorogenic substrate, fluorescence intensity; inhibition, % at 20 µM; actives 0.22% (n = 360,000); AID 651560;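 active = compounds that cut the enzyme signal by at least half of the control window in the single-dose screen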;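 note: plate controls were DMSO wells with enzyme plus substrate for no effect and substrate without enzyme for full effect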
Target sequence (P24666 whole entry, looked up): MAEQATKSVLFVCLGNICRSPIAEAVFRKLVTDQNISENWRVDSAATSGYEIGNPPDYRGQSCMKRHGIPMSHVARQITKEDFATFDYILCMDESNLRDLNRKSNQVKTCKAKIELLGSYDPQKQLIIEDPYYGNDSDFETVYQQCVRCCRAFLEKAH
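Test system: LMPTP-A phosphatase enzyme. Amount: LMPTP-A at 0.625 nM final in the reaction. Reagent: OMFP substrate, 400 µM final. Times: 50 min at room temperature. Signal: endpoint fluorescence intensity from OMFP dephosphorylation. Read-out basis: % inhibition. Benchmarks: no-enzyme and uninhibited controls.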
STEP inh: inhibitors of human striatal-enriched phosphatase STEP; P54829; AID 588621; recombinant STEP, OMFP fluorogenic substrate, fluorescence; actives 0.25% (n = 360,000); inhibition, % at 20 µM;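 active = inhibition at 20 µM, scaled per plate between control wells, above about 37%, limit read from the data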;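 note: 0% = DMSO with enzyme and substrate and 100% = substrate only without enzyme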
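Assay system: isolated STEP enzyme / Timing: 20 min at room temperature, dark / Doses: 20 µM, 1% DMSO / Technique: fluorescence intensity, excitation 480 nm, emission 540 nm / Reagent: fluorogenic phosphatase substrate OMFP at 25 µM final / Measure: percent inhibition scaled to no-enzyme and uninhibited-enzyme controls, plate-pattern corrected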
DNMT1 block: DNMT1 (human) enzyme inhibition; P26358; DNMT1 molecular beacon, Hinp1I cleavage, fluorescence; inhibition (reported as % activation of signal), % at 10 µM; actives 0.83% (n = 360,000); AID 588458; in the data active = inhibition above about 50%
NadD block: blocks S. aureus nicotinate mononucleotide adenylyltransferase. purified NadD enzyme, colorimetric absorbance read-out. actives 0.78% (n = 360,000). inhibition, % at 20 µM. AID 602399; in the data active = inhibition above about 26%; note: some compounds past the cut are filed as inactive
CSN deneddyl inh: blocks human CSN-mediated cullin deneddylation | inhibition, % at 12.5 µM | Purified CSN, SCF-Nedd8-OG deneddylation, fluorescence polarization | AID 651999 | Q92905 | actives 0.38% (n = 360,000);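 active = pattern-corrected inhibition above about 35%, with an unprinted fluorescence ratio check between 0.5 and 1.5, limit read from the data, passing the limit was not always enough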;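 note: 0% = enzyme with substrate and 100% = substrate without enzyme; some results filed as inactive read as strong as hits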
Target sequence (Q92905 whole entry, looked up, one chain of several): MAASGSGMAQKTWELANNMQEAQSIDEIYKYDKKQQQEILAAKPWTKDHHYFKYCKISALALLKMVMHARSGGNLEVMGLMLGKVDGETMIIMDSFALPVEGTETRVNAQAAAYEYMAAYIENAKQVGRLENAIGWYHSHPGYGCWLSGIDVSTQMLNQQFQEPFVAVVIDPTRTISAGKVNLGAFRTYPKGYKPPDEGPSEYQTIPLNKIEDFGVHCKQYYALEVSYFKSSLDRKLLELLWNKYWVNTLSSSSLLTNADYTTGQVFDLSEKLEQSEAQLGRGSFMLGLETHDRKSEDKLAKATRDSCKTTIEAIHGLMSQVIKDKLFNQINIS
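Detection – fluorescence polarization · System – HEK293T-derived human Csn5 enzyme · Controls – substrate-only high control, full reaction low control · Timing – 90 min, room temperature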
Scp1 inh: blocks human Scp-1 phosphatase activity; Q9GZU7; Recombinant Scp1, phosphopeptide, malachite green phosphate absorbance; inhibition, % at 20 µM; actives 0.88% (n = 340,000);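 active = inhibition above about 50% at 20 µM, limit read from the data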;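 note: plate controls were DMSO wells with enzyme for no effect and wells lacking enzyme for full effect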
Target sequence (Q9GZU7 76-261 limits assumed): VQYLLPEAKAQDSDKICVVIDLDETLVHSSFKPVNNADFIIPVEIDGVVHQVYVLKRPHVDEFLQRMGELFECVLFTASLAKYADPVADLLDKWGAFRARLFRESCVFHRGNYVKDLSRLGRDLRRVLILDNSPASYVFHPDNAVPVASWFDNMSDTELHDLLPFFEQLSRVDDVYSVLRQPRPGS
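Material: truncated SCP-1 phosphatase (76-261aa) / Buffer or medium: 50 mM Tris acetate pH 5.5, 0.005% Tween-20, 10 mM MgCl2 / Compound dosing: one concentration, 20 µM, with 1.0% DMSO / Incubation: 45 min room-temperature reaction, 5 min colour, 30 min stabiliser / Detection: colorimetric free-phosphate detection, absorbance 630 nm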
TbMetRS inhib: Trypanosoma brucei MetRS inhibition | purified T. brucei MetRS, ATP depletion, Kinase-Glo luminescence | inhibition, % at 11.9 µM | actives 0.4% (n = 360,000);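 active = inhibition above a per-plate cutoff of the control wells' mean inhibition plus 3 SD, cut at about 5.5% in these data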;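 note: 0% = DMSO wells median and 100% = median of wells with control inhibitor compound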
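Test system – parasite MetRS enzyme · Reagent – substrates ATP, L-methionine and bulk Escherichia coli tRNA · Doses – 11.9 µM compound single dose, 0.9% DMSO · Times – 15 min enzyme-compound preincubation, 2 h reaction, 10 min detection, 25 °C · Signal – Kinase-Glo luminescence, ATP depletion format · Controls – DMSO-only wells as low control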
SUMO1 PPI mod: modulators of human SUMO1-mediated protein-protein interactions | SUMO1 binding to a labelled peptide, TR-FRET, 1 h | inhibition, % at 20 µM | P63165 | actives 0.33% (n = 360,000); in the data active = inhibition above about 37%
Target sequence (P63165 whole entry, looked up): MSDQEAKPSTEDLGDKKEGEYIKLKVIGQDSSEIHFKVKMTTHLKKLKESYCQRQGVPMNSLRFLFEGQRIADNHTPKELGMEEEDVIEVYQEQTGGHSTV
PABP1 MLLE inh: inhibitors of microRNA-mediated deadenylation, human PABP1 MLLE binding | P11940 | GST-MLLE / FITC-PAM2 fluorescence polarization | inhibition, % at 20 µM | actives 0.36% (n = 360,000) | AID 588489; in the data active = inhibition above about 35%, passing the limit was not always enough;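 note: plate controls were DMSO wells with GST-MLLE for no effect and wells lacking GST-MLLE protein for full effect; some results filed as inactive read as strong as hits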
Rpn11 block: inhibitors of human proteasome Rpn11; O00487; human 26S proteasome, Ub4-pepOG fluorescence polarization; 20S core pre-blocked with epoxomicin; calls only at 20 µM; actives 0.59% (n = 360,000); AID 588493;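 active = inhibition at 20 µM, scaled to each plate's controls, above about 33%, limit read from the data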
Active calls of the source: *; i = inactive; nt = no result given.

nr	LMPTP inh	STEP inh	DNMT1 block	NadD block	CSN deneddyl inh	Scp1 inh	TbMetRS inhib	SUMO1 PPI mod	PABP1 MLLE inh	compound	Rpn11 block
1	4.1	-1.0	3.9	0.5	-4.9	-4.0	-0.6	2.7	12.1	CCCn1c(S(=O)(=O)O)nc2ccccc21	i
2	0.8	-1.1	-1.7	-6.6	-4.1	-6.8	-0.5	-0.5	6.4	COc1cc(Cl)c(C)cc1NC(=O)COC(=O)C1=NN(c2ccccc2)C(=O)CC1	i
3	1.4	-0.9	-0.8	-6.9	-2.1	0.6	-0.6	-2.7	-1.6	COc1cccc(-c2nc(CS(=O)(=O)CC(=O)NCCCN3CC(C)CC(C)C3)c(C)o2)c1 (centres undefined)	i
4	3.5	2.9	-5.0	-2.4	-4.5	-11.9	-1.2	0.8	9.5	CCCCCn1c(CCCNC(=O)CC)nc2ccccc21	i
5	-1.3	-2.5	0.8	1.6	1.3	-4.0	0.0	0.7	5.8	CCC/C=N/NC(=O)CNC(=O)c1ccccc1Cl	i
6	-1.0	-1.8	-2.8	-4.2	-2.4	-2.1	0.4	-1.6	-2.3	CSCCC(NC(=O)c1cccc(S(=O)(=O)N2CCOCC2)c1)C(=O)Nc1cccc(C)c1 (centres undefined)	i
7	-2.8	-2.4	0.6	-4.8	-2.3	-8.0	-0.4	2.8	-3.6	CC(C)(C)NCC(O)COc1ccccc1C(C)(C)C (centres undefined)	i
8	-3.1	-2.2	-1.2	-4.5	-0.4	-6.5	0.5	-1.0	14.0	NCCc1nnc(SCC(=O)Nc2cccc(Cl)c2)o1	i
9	2.0	7.7	-3.9	3.6	2.8	-12.3	-0.4	0.6	4.7	CCOc1cc(-c2nccc3cc(OC)c(OC)cc23)cc(OCC)c1OCC	i
10	-1.4	0.7	-0.2	-5.3	-6.5	-0.6	0.5	-10.1	3.3	O=[N+]([O-])c1ccc2nc(CN3CCCCC3)[nH]c2c1	i
11	-0.3	1.0	-0.1	-4.5	-1.5	-2.2	-0.1	1.4	10.2	CC1CCN(C(=O)CN2C(=O)NC(c3ccccc3)(c3ccccc3)C2=O)CC1	i
12	0.1	-3.2	1.4	-2.2	-0.7	-5.4	0.3	-2.0	2.5	Cc1ccc(NC(=O)CCn2c(=O)[nH]c3ccsc3c2=O)cc1	i
13	3.0	3.2	-14.4	-2.6	3.2	-12.8	-0.3	4.8	6.5	COc1cc2ccccc2cc1C(=O)Nc1ccccc1Cl	i
14	0.6	0.1	4.9	7.7	1.2	-0.3	-0.1	12.6	1.5	O=C(Nc1nnc(S(=O)(=O)N2CCN(c3ccc(F)cc3)CC2)s1)c1ccco1	i
15	1.0	0.6	2.8	-0.9	2.2	0.4	-1.1	3.7	8.8	COc1cc(C(O)P(=O)(OC2CCCCC2)c2ccc(N(C)C)cc2)cc(OC)c1OC (centres undefined)	i
16	-2.1	-5.6	33.8	-23.1	-3.8	-7.2	-1.3	-2.4	21.7	O=c1[nH]c(NCCO)c(N=Cc2ccccc2)c(=O)[nH]1	i

Retrieved by compound from above:
nr	LMPTP inh	STEP inh	DNMT1 block	NadD block	CSN deneddyl inh	Scp1 inh	TbMetRS inhib	SUMO1 PPI mod	PABP1 MLLE inh	compound	Rpn11 block
10	-1.4	0.7	-0.2	-5.3	-6.5	-0.6	0.5	-10.1	3.3	O=[N+]([O-])c1ccc2nc(CN3CCCCC3)[nH]c2c1	i
11	-0.3	1.0	-0.1	-4.5	-1.5	-2.2	-0.1	1.4	10.2	CC1CCN(C(=O)CN2C(=O)NC(c3ccccc3)(c3ccccc3)C2=O)CC1	i
14	0.6	0.1	4.9	7.7	1.2	-0.3	-0.1	12.6	1.5	O=C(Nc1nnc(S(=O)(=O)N2CCN(c3ccc(F)cc3)CC2)s1)c1ccco1	i
9	2.0	7.7	-3.9	3.6	2.8	-12.3	-0.4	0.6	4.7	CCOc1cc(-c2nccc3cc(OC)c(OC)cc23)cc(OCC)c1OCC	i

(next part)
nr	LMPTP inh	STEP inh	DNMT1 block	NadD block	CSN deneddyl inh	Scp1 inh	TbMetRS inhib	SUMO1 PPI mod	PABP1 MLLE inh	compound	Rpn11 block
17	1.4	0.2	-12.5	-3.5	-0.8	-8.6	-0.1	2.3	-3.5	CCOC(=O)c1ccc(NC(=O)CCc2nc(-c3ccc(Cl)cc3)no2)cc1	i
18	0.8	0.9	-3.5	-11.3	-0.5	-15.4	0.9	1.6	-0.2	CCOC(=O)COc1ccc2c(c1)c(C(C)=O)c(C)n2-c1ccccc1	i
19	-0.5	1.8	-3.4	-0.2	0.7	-8.2	-0.1	-3.4	-4.9	Cc1ccc(-c2c(C(=O)N/N=C/C3CCCCC3)nnn2-c2nonc2N)cc1	i
20	-1.4	-1.7	8.1	4.3	6.8	nt	-0.8	3.1	-0.1	C[C@@H]1CN([C@@H](C)CO)C(=O)CCCn2nncc2CO[C@@H]1CN(C)C(=O)Nc1ccnc(N2CCOCC2)c1	i
21	-0.7	-1.1	-3.5	-2.8	0.0	-6.5	0.0	0.3	-5.1	O=C(O)C1CC(=O)N(c2ccc(OCc3ccccc3)cc2)C1 (centres undefined)	i
22	-3.6	-6.1	3.5	-0.7	-4.6	1.1	-1.3	-1.6	0.3	CCN(CC)C(=O)CSc1nc2ccccc2c(=O)n1CC	i
23	-1.4	0.3	-0.5	-2.8	5.5	-4.3	0.1	3.9	6.3	CCNC(=O)c1ccc(-n2nc(C)cc2-c2ccccc2)cc1	i
24	2.3	2.6	2.4	-2.6	0.0	nt	0.0	7.1	8.7	CCN(Cc1ccccc1)c1cc2c(c3c1ccn3C)C1CCC2C1 (centres undefined)	i
25	-0.5	0.3	5.4	-5.0	-1.5	-1.9	-0.1	-0.7	0.0	CN(C)CC(O)CN(c1ccccc1)c1ccccc1 (centres undefined)	i
26	-2.2	-0.8	0.2	-1.5	2.3	-14.4	0.1	-2.8	-6.8	Fc1cccc(CN2CCN(Cc3nc(-c4cnccn4)no3)CC2)c1	i
27	-1.0	2.9	3.8	-3.0	3.2	-3.3	0.4	-1.9	1.9	Cc1cc(C)n(C(=O)CCCCCC(=O)n2nc(C)cc2C)n1	i
28	-0.7	-1.5	-1.6	0.2	-2.5	-7.4	-0.4	3.3	0.8	CCOc1ccc(C(=O)NCc2ccccc2OC)cc1	i
29	1.0	0.7	-1.4	-1.1	4.9	-10.1	-0.6	-13.3	-8.1	Cc1cc(N/C=C/C(=O)c2cccs2)ccc1F	i
30	0.5	-2.1	4.2	1.2	-0.1	-6.1	-0.2	-0.6	15.7	FC(F)(F)c1ccccc1NC(=S)NN1CCOCC1	i
31	-1.2	-2.1	3.8	2.6	1.3	-0.2	-0.2	1.8	8.5	Cc1cc(C)c(NC(=O)COC(=O)Cn2nc(-c3ccccc3)oc2=O)c(C)c1	i
32	-0.3	0.3	-0.7	-3.9	-15.7	-6.0	-0.2	0.8	-4.8	O=C(Nc1cc(N2CCCCC2)ncn1)c1ccccc1	i
33	0.3	9.9	-3.0	-1.1	1.0	-12.3	-0.1	-1.2	2.6	COCCCN1CC(=O)N2C(c3ccc(C)cc3)c3[nH]c4ccccc4c3C[C@H]2C1=O (some centres undefined)	i
34	-1.3	-1.4	2.6	-2.7	2.1	-0.2	0.6	2.0	4.8	CS(=O)(=O)c1ccc(C(=O)Nc2cc(S(C)(=O)=O)ccc2Cl)cc1	i
35	-0.8	0.1	-7.2	-2.2	-2.9	-2.7	-1.0	-17.6	5.9	CC(NC(=O)c1ccc(Cl)cc1)c1nnc(SCc2ccc([N+](=O)[O-])cc2)n1C (centres undefined)	i
36	-0.4	-0.2	10.2	6.5	1.2	29.2	-0.4	25.7	-111.5	O=c1[nH]c(N/N=C/c2cc3c(cc2[N+](=O)[O-])OCO3)nc2ccccc12	i
37	-2.1	-0.5	-2.9	1.5	-1.0	-8.9	-0.6	2.5	0.7	C/C=C/Cn1c(Br)nc2c1c(=O)n(C)c(=O)n2C	i
38	0.3	3.9	-9.1	2.2	3.3	-2.4	0.0	3.5	1.4	COc1cccc(CN(C)CC(=O)Nc2cccc(S(=O)(=O)N(C)c3ccccc3)c2)c1OC	i
39	0.4	3.3	-0.7	9.1	-2.0	21.6	1.0	-1.3	2.3	COc1cc(CNCCc2ccc(S(N)(=O)=O)cc2)ccc1OCc1ccc(Cl)cc1	i
40	3.0	2.3	-9.7	5.8	1.9	-5.7	0.6	-1.8	6.3	O=C(CSc1ccccc1)N(c1ccc(Br)cc1)c1nccs1	i
41	-0.6	-1.0	2.0	-5.5	2.7	-5.5	-0.5	1.9	-14.7	CC(NC(=O)C(NS(=O)(=O)c1cccs1)C(C)C)c1ccc(S(N)(=O)=O)cc1 (centres undefined)	i
42	0.2	1.1	-0.1	-2.4	1.1	0.4	-0.7	-2.5	-12.1	COc1ccc(C(=O)/C=C/N2CCCCC2)cc1OC	i
43	-1.7	-1.0	1.5	2.0	-1.5	-13.6	0.1	3.7	0.5	NC(=O)c1cccc(CC(=O)c2ccccc2)c1	i
44	0.1	-2.0	0.8	1.7	-2.2	nt	-0.4	-0.2	-3.6	COCCNc1ncnc2c1ncn2[C@H]1CN(Cc2ccncc2)C[C@@H](CO)O1	i
45	-0.5	0.0	0.1	-7.5	0.1	-2.2	-0.6	-31.6	-0.1	O=C(Nc1c(C(=O)N2CCOCC2)oc2ccccc12)c1cccc([N+](=O)[O-])c1	i

Bioassay records as filed in PubChem.
